human PMI inhibitors: MPI inhibition at elevated mannose 6-phosphate – biochemical, fluorescence intensity, high mannose 6-phosphate, primary screen (AID 1220); 190,000 tested, 0.66% active; inhibition, % at 20 µM; hits with a dose series show IC50 in µM; recombinant PMI enzyme, coupled fluorescence intensity; higher % means a stronger effect
Yfh1-off respiration: enhancers of respiration in Yfh1-depleted yeast, dose response, Friedreich's ataxia, plus single-dose screen (AID 1465). S. cerevisiae Yfh1-off respiration, WST-1 reduction, 72 h; higher fold induction means a stronger effect. fold induction at 50 µM; hits with a dose series show EC50 in µM. 220,000 tested, 0.074% active;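 active = fold induction of absorbance versus untreated yeast above a set limit, then at least 30% activation at any dose in follow-up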;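 also: activators that raise dye reduction in frataxin-depleted yeast; strong numbers were not always called active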
P. falciparum M1AAP: malaria alanyl aminopeptidase activity blockers – biochemical, fluorogenic H-Leu-NHMec substrate, 1536-well (AID 1445); one-dose inhibition, % at 30 µM; IC50 in µM for titrated hits; 220,000 tested, 0.42% active; recombinant M1AAP, H-Leu-NHMec fluorogenic kinetic assay; higher % means a stronger effect;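 active = primary inhibition above the hit cutoff, then over 50% inhibition at one or more dose response concentrations, cut at about 23% in these data, passing the limit was not always enough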;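 also: plate controls were DMSO full reaction for no effect and no enzyme background for full effect; strong numbers were not always called active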
XIAP displacement: XIAP antagonists, biochemical, IAP family, fluorescence polarization (AID 1018) | XIAP BIR domain, fluorescence polarization peptide displacement; higher % means a stronger effect | displacement, % at 20 µM, or IC50 in µM where a hit was titrated | 200,000 tested, 0.007% active; in the data active = displacement above about 50%; also: a part of the inactive calls stands beside numbers as strong as those of hits
human PMI inhibition: MPI enzyme activity inhibition – biochemical, fluorescence intensity, coupled assay, primary screen (AID 1209) | purified PMI enzyme, coupled fluorescence intensity; higher % means a stronger effect | inhibition, % at 20 µM, or IC50 in µM where a hit was titrated | 190,000 tested, 0.42% active;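 also: plate controls were DMSO vehicle for no effect and wells lacking substrate for full effect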
TNAP activation fold: stimulation of alkaline phosphatase TNAP activity – biochemical, luminescent, no phosphate acceptor, uHTS, primary screen (AID 1001). purified TNAP, luminescent activation assay, no phosphate acceptor; higher activation fold means a stronger effect. activation fold at 20 µM, or EC50 in µM where a hit was titrated. 200,000 tested, 0.03% active; in the data active = activation fold from about 3, or a potency from the dose series; inactive = the rest, 99 in 100 with activation fold below about 1.6; also: many of its hits are not listed in these tables
WT yeast gro inh: growth inhibition of WT yeast, mitochondrial fusion screen; mitochondrial fusion phenotypic screen, WT strain; inhibition, % at 10 µM; 190,000 tested, 2.1% active; in the data active = inhibition above about 58%; tested in S. cerevisiae
M17LAP inhibition: P. falciparum M17LAP inhibitors, primary screen, biochemical, fluorogenic H-Leu-NHMec substrate, 1536-well (AID 1619); 220,000 tested, 0.38% active; recombinant M17LAP, H-Leu-NHMec fluorogenic kinetic assay; higher % means a stronger effect; inhibition, % at 30 µM; hits with a dose series show IC50 in µM;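 active = compound inhibiting the enzyme by more than half at any dose during confirmatory dose-response retesting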;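 also: plate controls were full reaction with DMSO carrier for no effect and no enzyme background for full effect; strong numbers were not always called active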
LYP phosphatase: inhibitors of LYP phosphatase, biochemical, fluorescence intensity, uHTS (AID 1779); 290,000 tested, 0.054% active; inhibition, % at 11.5 µM; hits with a dose series show IC50 in µM; recombinant LYP phosphatase, fluorescence intensity; higher % means a stronger effect;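 also: plate controls were vehicle with enzyme for no effect and no enzyme for full effect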
WT yeast gro inh mutant strain: also measured in WT yeast gro inh; calls as there; inhibition, %; mitochondrial fusion phenotypic screen, mutant strain inhibition
* hit, by the source's call; i = inactive; nt = no result given. Rule as the data show it, unless noted: active = inhibition above about 50%; inactive = the rest.

Values run as follows: human PMI inhibitors, Yfh1-off respiration, P. falciparum M1AAP, XIAP displacement, human PMI inhibition, TNAP activation fold, WT yeast gro inh, WT yeast gro inh mutant strain, M17LAP inhibition, LYP phosphatase
CC(/C=N/O)Cc1ccc2c(c1)OCO2 (stereo not given)
  nt, i, -4%, nt, nt, nt, 2, 0, 2%, nt
CCOC(=O)C1(Cc2ccccc2)CCN(Cc2ccc(C)s2)CC1
  10%, i, -1%, -0.5%, 7%, 1.1, 10, -1, -7%, -3%
C=CC[C@@H]1Cc2c(Br)ccc(Br)c2[C@@H](CC=C)N1
  -3%, i, 5%, -18%, -4%, 1, 42, 45, 1%, 6%
Cc1ncc([N+](=O)[O-])n1CCOC(=O)NC(NCc1ccccc1Cl)C(Cl)(Cl)Cl (stereo not given)
  3%, i, 7%, -7.1%, 7%, 1, 6, -8, 4%, -2%
Cc1oc(-c2cccc(Cl)c2)nc1CN1CCCC(C(=O)NC(C)c2ccc3c(c2)OCCO3)C1 (stereo not given)
  6%, nt, -3%, -10%, 12%, 1, 4, 8, 13%, -1%
N#Cc1ccccc1NC(=O)CSc1nccn1CCc1ccccc1
  0%, i, 3%, -4.5%, 3%, 1.1, 10, 7, 11%, -5%
Cc1nnc(NC(=O)c2ccc(Br)cc2)s1
  2%, i, -3%, -4.9%, 9%, 1, 1, -5, 0%, -5%
C/C=C(\C)C(=O)NNC(=O)c1sc(-c2ccccc2)nc1C
  nt, i, 2%, nt, nt, nt, nt, nt, 2%, -3%
CC(C)C(=O)Nc1cccc(-c2nc3ccccc3c(=O)o2)c1
  -1%, i, -4%, -5.5%, 1%, 1.1, 11, 7, 10%, -9%
O=c1cc(O)c2sc(Nc3ccc(Cl)c(F)c3)nc2[nH]1
  nt, i, 6%, nt, nt, nt, nt, nt, 2%, 4%
Cc1cccc(Cn2c(SCCN3CCCCC3)nc3c2c(=O)[nH]c(=O)n3C)c1
  nt, i, 0%, nt, nt, nt, 16, 3, -3%, -4%
CC(=O)n1cc([C@H]2C=C(C(=O)N3CCN(Cc4ccccc4)CC3)O[C@@H](OCCCCO)C2)c2ccccc21
  13%, i, -2%, -2.1%, -4%, 1, 6, 7, -10%, -4%
CC1CN(S(=O)(=O)c2ccc(NC(=O)c3ccco3)cc2)CC(C)O1 (stereo not given)
  1%, i, -1%, -4.7%, 0%, 1.1, 0, 0, -5%, -10%
CSCCC(NC(=O)c1ccc(Cl)cc1)C(=O)OCC(=O)c1ccc[nH]1 (stereo not given)
  9%, i, 3%, -11%, 17%, 1.2, -8, 9, 9%, -3%
Cc1noc(C)c1S(=O)(=O)Nc1ccc(C(=O)N2CCN(c3ccc(Cl)cc3)CC2)cc1
  10%, nt, -6%, 0.4%, 13%, 1.1, -6, 18, 4%, -7%
O=C(/C=C/c1ccc(Cl)cc1)Nc1nccs1
  6%, i, -1%, -3.0%, 14%, 0.8, -4, 19, 2%, 2%
CCNC(=O)COC(=O)c1[nH]c(C)c(C(=O)OC)c1C
  6%, i, -1%, -4.1%, 10%, 1.1, -9, 15, 1%, 1%
COc1ccc2[nH]c(=O)c(NC(N)=S)nc2c1
  4%, i, 16%, -8.0%, 17%, 1.1, 10, 7, -17%, -6%
C=CCN(CC=C)Cc1ccc(C(=O)OC)o1
  8%, i, -4%, -1.6%, 9%, 1, 19, 25, 3%, -8%
Cc1cc(C)n(CCN(C)Cc2nc(Cc3ccccc3F)no2)n1
  nt, i, -16%, -6.2%, nt, 1.1, 7, -13, 0%, -6%
Cc1ccc(NCc2nnc(SCC(=O)Nc3ncc(C)s3)n2Cc2ccco2)c(C)c1
  -8%, i, 17%, -2.8%, -11%, 1, -16, 7, 8%, -3%
Cc1ccc(C(=O)COC(=O)CNC(=O)c2cccs2)cc1C
  -4%, i, 1%, -3.9%, -3%, 1.1, 2, -6, 18%, -4%
CCN(CC)S(=O)(=O)c1cccc(-n2c(O)c(C=Nc3ccccc3C(=O)O)c3ccccc3c2=O)c1
  nt, i, 10%, nt, nt, nt, nt, nt, 4%, 12%
COC(=O)c1cccc(N2C(=O)c3cccnc3C2=O)c1
  1%, i, 4%, -6.4%, -4%, 1.1, -9, -3, -2%, -10%
Cc1cccc2cc(CN(CCN3CCOCC3)C(=O)NCc3ccccc3)c(=O)[nH]c12
  1%, i, 11%, -5.0%, 8%, 1.1, -1, -3, 0%, -9%
COc1ccc(C(=O)c2c[nH]c(C(=O)NCc3cccs3)c2)cc1
  -8%, nt, -3%, -1.9%, -13%, 1, 7, -13, 5%, -7%
CCOC(=O)C(C)On1c(-c2ccccc2)nc2ccc([N+](=O)[O-])cc21 (stereo not given)
  -103%, i, 7%, -18%, -58%, 1, 18, 5, 14%, 2%
C=CCn1c(=O)/c(=C/c2cc(OC)c(OC)c(OC)c2)s/c1=C(/C#N)c1nc2ccccc2n1C
  -2%, i, 8%, -2.0%, 6%, 1, 10, 7, -8%, 8%
CC(C)Cn1c(CCCNC(=O)c2ccc(F)cc2)nc2ccccc21
  7%, i, 3%, -5.8%, 12%, 1, 7, 5, -5%, 0%
C#CCOCCOCCOCCNc1nc(N2CCN(C(=O)[C@H](CCCCN)n3cc(C(N)CC(C)C)nn3)CC2)nc(N2CCN(C(=O)[C@H](CCC(=O)O)n3cc(C(N)[C@H](C)CC)nn3)CC2)n1 (stereo not given in full)
  -28%, i, 4%, -17%, -25%, 1, -4, -7, -2%, 2%
Cc1nnc(NC(=O)c2csc3c2CCC(C)C3)s1 (stereo not given)
  7%, i, 3%, -0.1%, 8%, 1, -16, -5, -7%, 0%
CCN(CCNC(=O)c1cc(C)nn1-c1ccccc1)c1ccccc1
  13%, i, 16%, -23%, 15%, 1, 2, -14, -14%, 5%
c1csc(-c2nc(-c3ccncc3)no2)c1
  -5%, i, 3%, -2.3%, -5%, 1.1, 10, -7, -3%, -2%
O=c1cc(NCCCO)c2ccccc2o1
  -8%, i, 5%, -3.2%, -11%, 1.1, -10, 2, 2%, -3%
Cc1cc(C)n(-c2nc(NC(C)C)nc(NC(C)C)n2)n1
  16%, i, -1%, -0.2%, 7%, 1, 5, 14, 5%, -4%
C[C@H](NC(=O)NCc1cccs1)C(=O)O
  18%, i, 5%, 0.7%, 16%, 1.1, 0, 3, 16%, -1%
O=C(NCc1ccccc1)c1ccco1
  1%, i, 2%, -5.7%, -2%, 1, -16, -7, -4%, -8%
CC1CCCN(S(=O)(=O)Cc2ccc(Cl)cc2)C1 (stereo not given)
  -1%, i, 2%, -2.2%, 0%, 1.2, -4, 13, -11%, -4%
O=C(CN1CCCN(Cc2ccc(F)cc2Cl)C1=O)NC1CCCCCC1
  2%, i, 4%, 1.7%, 5%, 1.2, nt, nt, 25%, -6%
CCn1c(=O)cc(OCC(=O)NC(C)c2ccc3c(c2)OCCO3)c2ccccc21 (stereo not given)
  -3%, i, 4%, 1.2%, 2%, 1.1, -2, -22, 1%, -2%

Pulled one by one from above:
Values run as follows: human PMI inhibitors, Yfh1-off respiration, P. falciparum M1AAP, XIAP displacement, human PMI inhibition, TNAP activation fold, WT yeast gro inh, WT yeast gro inh mutant strain, M17LAP inhibition, LYP phosphatase
COC(=O)c1cccc(N2C(=O)c3cccnc3C2=O)c1
  1%, i, 4%, -6.4%, -4%, 1.1, -9, -3, -2%, -10%
O=C(CN1CCCN(Cc2ccc(F)cc2Cl)C1=O)NC1CCCCCC1
  2%, i, 4%, 1.7%, 5%, 1.2, nt, nt, 25%, -6%
CCn1c(=O)cc(OCC(=O)NC(C)c2ccc3c(c2)OCCO3)c2ccccc21 (stereo not given)
  -3%, i, 4%, 1.2%, 2%, 1.1, -2, -22, 1%, -2%

(next part)
Values run as follows: human PMI inhibitors, Yfh1-off respiration, P. falciparum M1AAP, XIAP displacement, human PMI inhibition, TNAP activation fold, WT yeast gro inh, WT yeast gro inh mutant strain, M17LAP inhibition, LYP phosphatase
COc1cc2c(cc1OC)C(=O)NCC(C)(C)O2
  -10%, i, 2%, -1.9%, -3%, 1.1, -16, -10, -2%, -11%
O=C(CSCc1ccccc1)Nc1ccc2c(c1)OCO2
  17%, i, -4%, 0.6%, 17%, 1.1, 15, 1, 12%, 1%
COc1ccccc1NC(=O)c1ccccc1C(=O)O
  nt, i, 6%, -4.5%, nt, 1.1, -16, -10, -8%, 1%
Cc1cc(C)cc(C(=O)OCC(=O)Nc2cccc(S(=O)(=O)NC3=NCCCCC3)c2)c1
  10%, i, 5%, -3.9%, 4%, 1, -13, -13, -12%, 5%
COC(=O)C1=C(C)N(c2ccc(OC)cc2)C(C)=C(C(=O)OC)C1c1ccc(OC)cc1
  nt, i, 1%, nt, nt, nt, nt, nt, -14%, 3%
CC(C)(C)c1nc2cc(Cl)c([N+](=O)[O-])cc2o1
  -4%, i, nt, -3.6%, 1%, 1, 5, -3, nt, -7%
CC(C)N1C(=O)CSC1c1ccc(Br)cc1 (stereo not given)
  -4%, i, 9%, -3.2%, -4%, 1.1, -21, 4, 6%, 2%
O=C(CC1C=Cc2ccccc2N1C(=O)c1ccccc1)c1ccccc1 (stereo not given)
  nt, i, 1%, nt, nt, nt, nt, nt, 8%, 6%
CC(C)C(=O)NC(=S)Nc1ccc(S(=O)(=O)Nc2nccs2)cc1
  1%, i, 2%, -6.6%, 2%, 1, 14, 4, -9%, -2%
Cc1cc(C)c2c(c1)/C(=N\N=c1\sc3ccccc3n1C)C(=O)N2
  nt, i, 3%, nt, nt, nt, nt, nt, -8%, -7%
Cc1cc(C(=O)OCCN2C(=O)c3ccccc3C2=O)c2ccccc2n1
  -1%, i, 1%, -0.1%, 5%, 1.1, 15, 5, 4%, -2%
Cc1cc(C)c(CSc2ncc(-c3ccc([N+](=O)[O-])cc3)[nH]2)c(C)c1
  14%, i, 5%, -6.6%, 21%, 1, 24, -5, 6%, -1%
O=C(CN1CCC(O)CC1)N1c2ccccc2C=Cc2ccccc21
  1%, i, -4%, -3.5%, -1%, 1.1, 2, 15, 8%, -12%
CCCCC(=O)Nc1cccc(NC(=O)c2ccc(Br)cc2)c1
  -3%, i, 2%, -2.0%, 2%, 1.1, nt, nt, 6%, -6%
COc1cc2c(cc1OC)C(C(=O)N1CCCCC1)C(c1ccccc1F)N(C)C2=O (stereo not given)
  -6%, i, 5%, -2.4%, 5%, 1, -6, -7, 3%, 65%*
Cc1c2c(nc3ccccc13)OCC2
  -9%, i, 1%, -7.1%, -13%, 1, -6, -11, -14%, -6%
CC1CCCN(c2nc3ccsc3c(=O)s2)C1 (stereo not given)
  2%, i, 8%, -0.5%, 4%, 1.1, 33, 41, -5%, -4%
Cc1c(C(=O)NCCc2ccccc2)oc2ccc(S(=O)(=O)N3CCC4(CC3)OCCO4)cc12
  2%, i, -3%, -3.9%, -4%, 1, 18, 5, -14%, 0%
CN(C)S(=O)(=O)c1ccc(NC(=O)CSc2nnnn2C)cc1
  nt, i, 1%, nt, nt, nt, nt, nt, 0%, -3%
O=C(N/N=C/c1cccnc1)C1CC1(c1ccccc1)c1ccccc1 (stereo not given)
  17%, i, 11%, -3.1%, -4%, 1, -1, -1, 0%, -8%
Cc1nc(Nc2cccc(C(F)(F)F)c2)nc2c1C(=O)CC(C)C2 (stereo not given)
  -8%, i, 1%, -9.0%, -5%, 1, -17, -1, -2%, -1%
CCOc1ccc(S(=O)(=O)Nc2cccc(C(=O)N3CCN(c4ccc(OC)cc4)CC3)c2)cc1
  2%, i, 11%, -5.1%, 0%, 1.1, 3, 2, -7%, -4%
CC(C)(C)NCC(=O)c1c[nH]c2ccccc12
  -3%, nt, 2%, -0.5%, -11%, 1.1, 37, 4, 13%, -5%
